NF-kB expr up = compounds increasing NF-kB expression in human neuronal cells; fold change at 12.5 µM; 1.6% of 190,000 active; NF-kB reporter expression; hits give high values; AID 1239; in the data active means fold change above about 3.3
Diaph act CS = diaphorase activation or chemical reduction counter-screen; Diaphorase/resazurin coupled assay, resorufin fluorescence, 16 min; hits give high values; 1 = vehicle wells, 0 = NADH-free wells; activation factor at 20 µM; 0.005% of 190,000 active; AID 1229;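 active means diaphorase activity raised at least twofold by the compound at 20 µM; inactive means activation factor below 2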
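Test system: Clostridium kluyveri diaphorase, purified enzyme. Buffer or medium: 50 mM HEPES pH 7.4 buffer plus MgCl2 and Tween 20. Also added: 0.114 mM NADH and 0.1 mM resazurin, final amounts. Dosing: compound 20 µM once, DMSO 1%. Schedule: 16 min enzyme reaction, ambient temperature. Detection: fluorescence of resorufin, 544 nm excitation, 590 nm emission.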
G6PDH CS = counter-screen for G6PDH assay hits: L. mesenteroides G6PDH inhibition | Purified L. mesenteroides G6PDH, diaphorase/resazurin coupled fluorescence, 45 min | inhibition, % at 5 µM | 0.12% of 200,000 active | AID 1020; in the data active means inhibition above about 50%
FLuc inh counter = inhibits firefly luciferase, flagging false hits in luciferase inhibition screens. inhibition, % at 10 µM. ATPLite firefly luciferase biochemical luminescence, 10 min. P08659. AID 1006. 1.5% of 200,000 active;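 active means inhibition above about 50% when tested at 10 µM, limit read from the data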
Target sequence (P08659 whole entry, looked up): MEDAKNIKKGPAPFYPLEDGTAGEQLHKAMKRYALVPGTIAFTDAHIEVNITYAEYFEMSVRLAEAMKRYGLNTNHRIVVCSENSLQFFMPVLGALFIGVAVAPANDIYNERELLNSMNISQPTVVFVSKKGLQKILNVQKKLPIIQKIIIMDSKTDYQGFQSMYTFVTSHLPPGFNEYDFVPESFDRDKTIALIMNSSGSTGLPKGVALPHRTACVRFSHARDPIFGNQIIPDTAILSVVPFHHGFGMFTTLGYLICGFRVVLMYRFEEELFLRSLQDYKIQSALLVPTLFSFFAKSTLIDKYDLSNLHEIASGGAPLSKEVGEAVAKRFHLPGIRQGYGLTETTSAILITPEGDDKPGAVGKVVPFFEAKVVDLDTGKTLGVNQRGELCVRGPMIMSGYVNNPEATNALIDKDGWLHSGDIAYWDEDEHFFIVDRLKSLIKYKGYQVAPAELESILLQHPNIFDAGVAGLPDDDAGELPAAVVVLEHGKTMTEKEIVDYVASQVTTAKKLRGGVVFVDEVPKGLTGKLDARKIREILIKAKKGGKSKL
FLuc act counter = affects firefly luciferase, flagging false hits in luciferase stimulation screens; P08659; ATPlite luciferase biochemical, luminescence, 10 min; 0 = ATP-free wells, 1 = DMSO control; activation factor at 10 µM; 200,000 tested, under 10 active;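 active means luciferase activation factor, scaled between plate controls, of at least 2 with compound at 10 µM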
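System: cell-free luciferase reagent; medium: PBS as buffer for the ATP substrate; doses: test compounds dosed from 2 mM stocks in 100% DMSO; incubation: 10 min, room temperature; measured by: luminescence from luciferase reaction; read-out: luciferase activation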
APP 5'UTR act = APP 5'UTR luciferase reporter activation; SH-SY5Y APP 5'UTR luciferase reporter, luminescence; zero percent = DMSO vehicle wells; activation, % at 2 µM; 1% of 190,000 active; AID 1276;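 active means activation above a set limit, based on mean plus 3 SD of controls, cut at about 140% in these data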; further: values of inactives mirror those of a sister screen read the other way
STAT1 act = activators of IFN-gamma induced STAT1 signaling | NIH 3T3 STAT1-luciferase reporter, luminescence; 100% = IFN-gamma alone, no compound | 2.6% of 200,000 active | activation (% of control), % at 5.5 µM | AID 932;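 active means activation above the screen-wide mean activation plus 3 SD, cut at about 130% in these data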;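 further: raw ratio to IFN-gamma control signal so 100% means no change and 0% no light; values of inactives mirror those of a sister screen read the other way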
Diaph inh CS = inhibits diaphorase or chemically oxidizes, flagging diaphorase assay artifacts; AID 1217; 0.69% of 190,000 active; inhibition, % at 20 µM; diaphorase resazurin-to-resorufin fluorescence, NADH, 16 min; bacterial (C. kluyveri) enzyme, not human;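 active means primary screen inhibition at 20 µM above a set limit, cut at about 50% in these data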;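 further: plate controls were DMSO with full reaction for no effect and wells lacking NADH for full effect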
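Test system: bacterial diaphorase enzyme (C. kluyveri); Quantity: 0.14 U/mL diaphorase, enzyme working solution; Times: reaction incubation of 16 min at room temperature; Measured by: fluorescence of resorufin formed from resazurin, Ex 544/Em 590 nm; Benchmarks: positive control minus NADH, DMSO neutral control.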
APP transl inh = APP translation inhibition; SH-SY5Y APP 5'UTR-luciferase reporter, luminescence; 0.82% of 190,000 active; inhibition, % at 2 µM; AID 1285;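 active means inhibition above a set limit, derived from the sample mean plus 3 SD, cut at about 45% in these data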; further: values of inactives mirror those of a sister screen read the other way
TLR4 MyD88 comp = blocks binding of human TLR4 to MyD88; O00206+Q99836; HeLa CL3-4 TLR4/MyD88 BLA complementation, FRET ratio; inhibition, % at 8.4 µM; 0.18% of 200,000 active; AID 861; in the data active means inhibition above about 25%;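 further: 0% = vehicle and 100% = reference inhibitor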
* hit, by the source's call; nt = not tested or not shown. Rows are unselected; about 5.6% have a hit in one of these screens.

Sequence of screens – NF-kB expr up	Diaph act CS	G6PDH CS	FLuc inh counter	FLuc act counter	APP 5'UTR act	STAT1 act	Diaph inh CS	APP transl inh	TLR4 MyD88 comp
Cc1ccc(-c2nn[nH]n2)cc1
    1.2	0.9	-4	5	1	8	100	14	-8	8
CC(=O)N1CCN(c2ccc(NC(=S)NC(=O)/C=C/c3ccccc3)cc2)CC1
    0.92	0.9	-20	0	1	6	99	12	-6	-11
Cc1noc(C)c1CSc1nnc2scc(-c3ccccc3)n12
    1	0.8	2	-6	1.1	5	92	20	-5	-2
CCCOC(=O)/C(=C\c1ccc([N+](=O)[O-])o1)NC(=O)c1ccccc1
    0.9	0.8	1	-4	1	23	95	15	-23	-3
O=[N+]([O-])c1cccc(-c2nnc3c4ccccc4c4ccccc4n23)c1
    0.93	1	9	-5	1.1	-6	99	4	6	-12
CCOC(=O)c1ccc2c(c1)NC(=O)C(N1CCN(c3ccc(OC)cc3)CC1)S2 (stereo not drawn)
    1.3	1	-18	-8	1.1	-2	89	-1	2	2
O=C(COC(=O)c1ccc2c(=O)n3c(nc2c1)CCC3)Nc1ccccc1F
    1.4	0.9	20	6	0.9	-6	103	6	6	7
CC12CN(C(=O)c3ccc(Cl)cc3)C3(C#N)CC1CCC23C (stereo not drawn)
    0.88	1	13	-5	1.1	-8	92	1	8	1
CC(=O)Nc1nnc(-c2ccccn2)o1
    1	0.9	10	-4	1	-32	95	13	32	-1
Cc1nn(CC(=O)Nc2ccc3c(c2)oc2ccccc23)c(=O)c2ccccc12
    1	0.7	0	-2	1	17	101	26	-17	1
CCOc1cccc(NC(=O)CSc2nc(C)c3c(c2C#N)CCCC3)c1
    1.1	0.9	-4	-6	1.1	5	96	9	-5	-6
Cn1c(=O)[nH]c(=O)c2c1nc(N1CCN(CCO)CC1)n2CCSc1nc2ccccc2s1
    0.84	0.8	-1	-7	1.1	2	84	24	-2	-8
CC(C)(C)NC(=O)CSC(=Nc1ccccc1F)NC#N
    1.3	0.9	7	-3	1	19	101	14	-19	-12
N#CCN1CCN(CC(=O)Nc2cccc3ccccc23)CC1
    0.89	1	6	-7	1.1	1	102	5	-1	-9
CCOc1cc(C(=O)NCCOC)ccc1OC
    1	0.9	3	4	1	16	94	8	-16	13
COc1ccc(NC(=O)/C(=C\c2cc(OC)c(OC)cc2[N+](=O)[O-])NC(=O)c2ccccc2)cc1
    1	0.8	0	-7	1.1	5	94	19	-5	-21
O=c1c2ccccc2nnn1CSc1nnc(-c2ccc3c(c2)OCO3)o1
    2	0.9	2	-3	1	5	98	14	-5	-18
O=C1C(Cl)=C(N2CCOCC2)C(=O)N1c1ccccc1Cl
    1.4	0.8	3	-4	1	-12	103	17	12	-11
Nc1nc(-c2ccccc2)c(-c2ccc([N+](=O)[O-])cc2)s1
    0.59	0.9	-1	-6	1.1	32	97	7	-32	19
Cc1ccn2cc(CCNS(=O)(=O)c3ccc4c(c3)CCCC4)nc2c1
    1.4	0.9	15	-2	1	5	104	12	-5	1
COc1ccc(NC(=S)NC(C)c2ccncc2)cc1OC (stereo not drawn)
    nt	0.9	2	-6	1.1	-9	98	9	8	-14
Nc1ccccc1SCC(=O)Nc1nccs1
    1.4	0.8	6	-6	1.1	6	104	21	-6	-4
c1ccc(OCCSc2nnnn2-c2ccccc2)cc1
    6.5*	0.7	-2	16	0.8	170*	160*	26	-170	3
CCOc1cc(/C=N/n2c(C)nc3sc(C)c(C)c3c2=O)ccc1O
    1.3	nt	8	-6	1.1	-12	96	nt	12	15
CCOc1ccc(N(CC(=O)NC2CCCC2)C(=O)CCC(=O)Nc2ccccn2)cc1
    0.97	0.8	2	-7	1.1	0	94	19	0	9
Cc1ccc(-c2noc(CCC(=O)NCCCN3CCN(c4ccc(F)cc4)CC3)n2)cc1
    0.73	1	6	-3	1	19	88	5	-19	7
CCOCCCNC(=O)C(c1ccccc1)N(Cc1cccs1)C(=O)c1ccccc1O (stereo not drawn)
    0.68	0.9	2	-11	1.1	7	105	8	-7	-4
Cc1ccc(N2C(=O)c3cccc4c(Oc5ccccc5[N+](=O)[O-])ccc(c34)C2=O)c(C)c1
    0.72	0.7	4	-3	1	7	90	26	-7	6
Cn1nnnc1SCCNC/C=C/c1ccccc1
    1.3	1	4	-4	1	1	105	4	-1	-6
CN(CC(=O)NC1CCCCCC1)S(=O)(=O)c1ccc2c(c1)n(C)c(=O)c(=O)n2C
    1	0.7	-8	-1	1	13	106	26	-13	2

Continued:
Sequence of screens – NF-kB expr up	Diaph act CS	G6PDH CS	FLuc inh counter	FLuc act counter	APP 5'UTR act	STAT1 act	Diaph inh CS	APP transl inh	TLR4 MyD88 comp
COC(=O)C1=C(C)OC(N)=C(C#N)C1c1cc2cc(C)ccc2nc1Cl (stereo not drawn)
    1.3	0.8	16	-8	1.1	-2	94	23	2	-6
[O-]/[N+](=C/c1ccc(F)cc1)c1ccccc1
    1.2	0.9	3	6	0.9	14	99	13	-14	-1
CCCn1nc2cc(C(=O)N(CC)c3ccc(OC)cc3)ccc2c1OCC
    1	0.9	6	-8	1.1	-1	96	9	1	7
O=C(/C=C/c1ccco1)Nc1ccc2nc3n(c(=O)c2c1)CCCC3
    1.7	1.1	-3	20	0.8	52	118	-8	-52	-7
O=C(CSc1nnnn1-c1ccccc1Cl)Nc1ccc2c(c1)OCCO2
    0.8	1	6	-5	1.1	33	104	1	-33	-5
COc1cc(C(=O)NCC(=O)N/N=C/c2cccs2)cc(OC)c1OC
    0.81	0.9	13	-10	1.1	-5	111	7	5	-4
COc1ccccc1C1(CC(=O)O)CCOC(C(C)C)C1 (stereo not drawn)
    0.95	0.9	-3	-7	1.1	16	95	12	-16	7
COc1ccc(S(=O)(=O)N(C)C)cc1NCC(=O)Nc1ccc(F)cc1F
    1.8	0.9	0	0	1	-5	101	8	5	-6
Cc1cccc(NC(=O)CO/N=C/c2ccc3c(c2)OCO3)c1
    1.2	0.9	13	2	1	3	106	11	-3	-12
O=C(Nc1ccc(N2CCOCC2)cc1N1CCOCC1)c1ccco1
    1.2	0.8	7	-2	1	-3	95	17	3	7
CCn1c(NC(=O)C2CCCCC2)nc2ccccc21
    1.5	1.1	4	0	1	8	106	-7	-8	-19
O=C(CCCCCN1C(=O)c2cccc3cccc(c23)C1=O)N1CCOCC1
    1	0.9	-8	-2	1	-3	100	8	4	-2
Cc1c(C(=O)Nc2ccc(S(N)(=O)=O)cc2)oc2ccc(Cl)cc12
    1	1.2	15	-4	1	-6	98	-15	6	-7
CCOC(=O)N1CCN(Cc2nc3c(c(=O)[nH]c(=O)n3C)n2Cc2ccccc2C)CC1
    1.1	0.8	4	-7	1.1	-1	85	16	1	-11
Nc1cc(=O)[nH]c(SCC(=O)Nc2ccc(F)c(Cl)c2)n1
    1	0.9	8	-8	1.1	-6	104	12	6	0
CCOc1ccc(C(=O)N/N=C(/C)C2C(=O)c3ccccc3C2=O)cc1
    1.3	0.8	0	-5	1.1	7	97	16	-7	-12
COc1ccc(CC(=O)NC2CCN(CC(=O)Nc3ccc4c(c3)OCCO4)CC2)cc1OC
    2	1	2	-7	1.1	20	102	2	-20	1
COc1ccc(Nc2nc(C(=O)NCCCN3CCOCC3)cs2)cc1
    1.3	0.8	17	-4	1	-5	91	18	5	-8
COCC(=O)OCC(=O)N1N=C(c2ccc(Cl)cc2)CC1c1ccco1 (stereo not drawn)
    1.1	1	-1	1	1	21	98	3	-21	-7
COc1ccccc1N1C(=O)C2ON(c3ccccc3)C(c3ccc(N(C)C)cc3)C2C1=O (stereo not drawn)
    1.1	0.8	-2	-5	1.1	-3	96	24	3	3
COc1cc(NC(=S)Nc2ncccc2C)cc(OC)c1OC
    1.6	0.8	15	-1	1	28	107	21	-28	-3
CC(O)C(NC=C1C(=O)OC(C)(C)OC1=O)C(=O)O (stereo not drawn)
    1.4	1.1	14	0	1	-7	98	-5	8	-1
COc1ccc(CN(C(=O)c2ccc(-c3ccccc3)[nH]2)C(C(=O)NC(C)(C)C)c2ccncc2)cc1 (stereo not drawn)
    0.69	0.8	6	0	1	-4	104	15	4	-2
CC1=C(C(=O)OCCOc2ccccc2)C(c2ccc(C)o2)C2=C(CC(C)(C)CC2=O)N1 (stereo not drawn)
    0.82	0.7	1	-7	1.1	5	96	29	-5	-6
CC(=O)c1cc(C#N)c(Oc2cc(C)cc(C)c2)nc1C
    0.97	0.8	4	-2	1	15	102	16	-15	-4
CC(=O)c1cccc(NC(=O)C(CC(C)C)NC(=O)C2CCCCC2)c1 (stereo not drawn)
    1.2	1.1	7	0	1	-9	90	-11	9	2

Part of the list above, field by field.
COc1cc(NC(=S)Nc2ncccc2C)cc(OC)c1OC
- NF-kB expr up = 1.6
- Diaph act CS = 0.8
- G6PDH CS = 15
- FLuc inh counter = -1
- FLuc act counter = 1
- APP 5'UTR act = 28
- STAT1 act = 107
- Diaph inh CS = 21
- APP transl inh = -28
- TLR4 MyD88 comp = -3
CC(O)C(NC=C1C(=O)OC(C)(C)OC1=O)C(=O)O (stereo not drawn)
- NF-kB expr up = 1.4
- Diaph act CS = 1.1
- G6PDH CS = 14
- FLuc inh counter = 0
- FLuc act counter = 1
- APP 5'UTR act = -7
- STAT1 act = 98
- Diaph inh CS = -5
- APP transl inh = 8
- TLR4 MyD88 comp = -1
COc1ccc(CN(C(=O)c2ccc(-c3ccccc3)[nH]2)C(C(=O)NC(C)(C)C)c2ccncc2)cc1 (stereo not drawn)
- NF-kB expr up = 0.69
- Diaph act CS = 0.8
- G6PDH CS = 6
- FLuc inh counter = 0
- FLuc act counter = 1
- APP 5'UTR act = -4
- STAT1 act = 104
- Diaph inh CS = 15
- APP transl inh = 4
- TLR4 MyD88 comp = -2

In the list so far, 3 contain a thiophene ring, fused or not.
Sequence of screens – NF-kB expr up	Diaph act CS	G6PDH CS	FLuc inh counter	FLuc act counter	APP 5'UTR act	STAT1 act	Diaph inh CS	APP transl inh	TLR4 MyD88 comp
CCOc1cc(/C=N/n2c(C)nc3sc(C)c(C)c3c2=O)ccc1O
    1.3	nt	8	-6	1.1	-12	96	nt	12	15
CCOCCCNC(=O)C(c1ccccc1)N(Cc1cccs1)C(=O)c1ccccc1O (stereo not drawn)
    0.68	0.9	2	-11	1.1	7	105	8	-7	-4
COc1cc(C(=O)NCC(=O)N/N=C/c2cccs2)cc(OC)c1OC
    0.81	0.9	13	-10	1.1	-5	111	7	5	-4
